# Bioassay records: PubChem BioAssay, National Center for Advancing Translational Sciences (NCATS)
# GLP-1R inv ag = GLP-1 receptor (human) inverse agonism. P43220. HEK293 GLP-1R CRE-luciferase, luminescence, 24 h; GLP-1R form is constitutively active. Potency, µM (doses to about 38.3 µM), inactives show top-dose activity change, negative = inhibition, actives largely listed as inhibitors. hit rate 1.6% among 410,000. AID 624417; also: % is scaled to controls: 0 for no effect and ±100 for the full control effect; nearly all actives have a fitted effect of over 55% in size
# Target sequence (P43220 whole entry, looked up): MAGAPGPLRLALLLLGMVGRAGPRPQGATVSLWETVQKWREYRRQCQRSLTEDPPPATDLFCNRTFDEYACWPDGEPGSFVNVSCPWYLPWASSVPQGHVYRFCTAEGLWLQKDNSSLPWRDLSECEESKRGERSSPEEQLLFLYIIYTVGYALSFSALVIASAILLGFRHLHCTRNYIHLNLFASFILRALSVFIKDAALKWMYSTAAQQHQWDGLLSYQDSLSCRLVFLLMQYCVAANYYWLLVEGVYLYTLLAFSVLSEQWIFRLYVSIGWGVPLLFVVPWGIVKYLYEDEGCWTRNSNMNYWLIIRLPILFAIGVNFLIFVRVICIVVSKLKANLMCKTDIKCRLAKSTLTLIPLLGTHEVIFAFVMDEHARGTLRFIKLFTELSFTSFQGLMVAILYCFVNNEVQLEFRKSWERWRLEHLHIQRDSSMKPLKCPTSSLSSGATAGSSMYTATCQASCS
#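 Assay principle: reduced luminescence from a cAMP-responsive reporter in HEK293 cells co-expressing a constitutively active GLP-1R. Conditions: 24 hr compound incubation, 37 deg C, 5% CO2.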
# SW480 rereplic = induces DNA re-replication in SW480 colon adenocarcinoma cells. hit rate 1.8% among 340,000. Potency, µM (highest dose often 46.1 µM), without a hit: at the highest dose re-replication activation, actives largely listed as activators. SW480 DNA re-replication, Hoechst DNA content imaging, 48 h; also: % of control where 0% means no effect; nearly all actives have a fitted effect of over 55% in size
#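 Readout is total intensity of Hoechst-stained nuclei, excited at 405 nm and collected at 500-530 nm. Compound treatment lasted 48 hr at 37 C in 5% CO2 before staining.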
# TDP43 rescue = rescues yeast growth from TDP-43 toxicity | Potency, µM (highest dose often 46.1 µM), inactives show top-dose growth rescue (activation), usual class: activators | TDP-43 expressing yeast growth rescue, BacTiter-Glo, 24 h | hit rate 1.8% among 410,000; also: % of control where 0% means no effect; nearly all actives have a fitted effect of over 50% in size
#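 Readout is BacTiter-Glo luminescence of cell growth, so inhibitors register as activators. TDP-43-expressing yeast at OD600=0.02 in galactose medium, after raffinose pregrowth to mid-log, were incubated with compound for 24 hr at 30 deg C.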
# HT1080 IDH1KD tx = toxicity to HT-1080 IDH1 knockdown cells (counter line); HT-1080 IDH1 knockdown viability, ATP luminescence, 48 h; Potency, µM (titrated, usually from 46.1 µM), inactives show at the highest dose activity, negative = toxicity, hits mostly cytotoxic; hit rate 2% among 360,000;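 also: 0% = DMSO wells and -100% = cell-free medium wells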
#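 Luminescent ATP read-out (CellTiter-Glo, 10 min at room temperature) after 48 h compound exposure at 37 °C gave viability of IDH1-knockdown HT-1080 cells. Activity was normalised to DMSO and cell-free wells, then fitted as concentration-response curves.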
# HT1080NT lethal = kills 2HG-producing HT-1080-NT fibrosarcoma cells; HT-1080-NT fibrosarcoma viability, CellTiter-Glo ATP luminescence, 48 h; AID 686970; hit rate 1.6% among 360,000; Potency, µM (series often up to 46.1 µM), for inactives: at the top dose activity, negative = less viability, most hits filed as cytotoxic;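 also: NT is the 2HG producing partner of a matched IDH1 knockdown line; 0% = DMSO-treated cells and -100% = media-only wells without cells; nearly all actives have a fitted effect of over 55% in size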
#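 Toxicity toward the 2HG-producing NT line was scored as %Activity, normalised to DMSO and no-cell wells, from CellTiter-Glo luminescence after 48 hours' treatment.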
# KB-3-1 tox = kills parental KB-3-1 adenocarcinoma cells. KB-3-1 viability, CellTiter-Glo ATP luminescence, 72 h. Potency, µM (highest dose often 46.1 µM), without a hit: at the highest dose activity change, negative = cytotoxic, most hits filed as cytotoxic. hit rate 1.4% among 400,000; also: % is scaled to controls: 0 for no effect and ±100 for the full control effect; nearly all actives have a fitted effect of over 60% in size
#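 Parental KB-3-1 adenocarcinoma cells in phenol-red-free DMEM with 10% FBS were pin-treated with compounds at several concentrations, incubated 72 h at 37 °C, and viability read by CellTiter-Glo luminescence; concentration-effect curves were fitted after normalization.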
# GLP-1R agonist = GLP-1 receptor (human) agonism; P43220; hit rate 0.007% among 380,000; Potency, µM (doses to about 45.6 µM), inactives show at the highest dose activation, actives largely listed as activators; HEK293 GLP-1R CRE-luciferase, luminescence, 4-6 h; cells express a hypersensitive GLP-1R form; also: % of control where 0% means no effect
# HEK293 tox = cytotoxic in the GLP-1 receptor inverse agonist counter-screen; HEK293 cAMP-luciferase reporter cells, luminescence, 24 h; Potency, µM (series often up to 38.3 µM), for the others: at the top dose activity change, negative = inhibition, actives largely listed as inhibitors; hit rate 0.13% among 410,000;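 also: loss of luciferase light is scored as toxicity; % is scaled to controls: 0 for no effect and ±100 for the full control effect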
#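 Quantitative HTS format, 1536 wells, 200 cells/uL seeded. Compounds: 23 nL, 24 h, 37 °C. Detection: luciferase reagent, luminescence at 12 min RT; decreased signal taken as cytotoxic.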
# KB-V1 cytotox = KB-V1 MDR subline cytotoxicity. KB-V1 MDR cells viability, CellTiter-Glo, 72 h. Potency, µM (series often up to 46.1 µM), inactives show at the top dose activity change, negative = cytotoxicity, usual class: cytotoxic. hit rate 3.4% among 400,000. AID 1347076; also: % is scaled to controls: 0 for no effect and ±100 for the full control effect; nearly all actives have a fitted effect of over 60% in size
#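 KB-V1 MDR subline cells in DMEM (phenol-red free, 10% FBS) exposed to compounds in qHTS concentration series for 72 h at 37 degrees C. Viability read by CellTiter-Glo luminescence; concentration-effect curves fitted after normalization and correction.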
# Starred values were filed as active, the others as inactive; ? = inconclusive; nt = not tested or not shown; [ ] = remark or other dose. Calls follow the shape of the dose curve; as a rule, active = well fitted curve in the direction sought with a large enough effect; inconclusive = small, poorly fitted or top-dose-only effect, or another doubt; inactive = no such curve, though single readings can be large; an effect the other way counts as inactive or inconclusive. Potency is read from the fitted curve at half-maximal effect.
SMILES,GLP-1R inv ag,SW480 rereplic,TDP43 rescue,HT1080 IDH1KD tx,HT1080NT lethal,KB-3-1 tox,GLP-1R agonist,HEK293 tox,KB-V1 cytotox
CC(C)C(=O)Nc1ccc2nc(SCC(=O)N3CCc4ccccc43)sc2c1,?,nt,-2%,nt,nt,?,nt,-21%,?
COc1cc(C2c3[nH]c4ccccc4c3CCN2Cc2cn(C)nc2C)ccc1F (stereo not given),?,?,-9%,?,?,-22%,9%,3%,3%
COc1ccc(CNC(=O)CSc2nc3cccnc3s2)cc1,13%,-10%,17%,4%,2%,4%,-6%,4%,2%
COc1ccc(/C=N/NC(=O)c2ccn[nH]2)cc1COc1ccc(Cl)cc1Cl,?,?,?,3%[9.24 µM],?,-24%,-3%,?,18%
Cc1cc(C(=O)Nc2ccc3ccccc3c2)oc1C,?,25%,20%,-8%,-14%,-2%,19%,-6%,-6%
Cc1ccc(C2=NN=C(NC(=O)C(F)(F)F)SC2)cc1,-4%[0.307 µM],-5%,-1%,-10%,-30%,-5%,-16%,5%[0.307 µM],0%
O=C(NCC(=O)N1CCN(c2ccccc2O)CC1)c1ccco1,19%,8%,-13%,0%,-12%,-17%,-3%,0%,-6%
Cc1ccc(C)c(N(CC(=O)NC2CCCC2)C(=O)c2csnn2)c1,-6%,-5%,-5%,6%,18%,2%,8%,7%,-2%
O=c1[nH]nc(CSCc2ccccc2Cl)[nH]1,1%,-3%,-4%,5%[9.24 µM],5%,-5%,-1%,0%,3%
COCCn1c(N)c(NCc2ccccc2)c(=O)n(CC(=O)Nc2cc(C)ccc2C)c1=O,-12%,3%,-5%,0%,0%,12%,5%,0%,-3%
CCc1ccc(N2CC(C(=O)OC)CC2=O)cc1 (stereo not given),3%[0.307 µM],-1%,-2%,19%,4%,-5%,-11%,2%[0.307 µM],3%
COc1ccc2oc(=O)cc(-c3cc4ccccc4o3)c2c1,49%[activator],29%,-16%,-4%,-6%,0%,-2%,-1%,-5%
CC(=O)Oc1ccc2ccc3ccc(C(C)=O)cc3c2c1,8%,?,-10%,?,-23%,-16%,12%,-7%,?
COc1ccc(-c2ccc(C(=O)NCc3ccccc3)c3occc23)c(C)c1,?,nt,26%,?,?,-6%,3%,-5%,-19%
COc1ccc(N=C2SC(C(=O)O)CC(=O)N2Cc2ccc(OC)c(OC)c2)cc1 (stereo not given),99%[activator],-3%,-10%,5%,5%,2%,10%,0%,?
CCC(=NC)C1=C(O)CC(c2ccccc2)CC1=O (stereo not given),7%,-6%,-46%[inhibitor],6%,0%,4%,-18%,-4%,-1%
O=C(c1ccco1)c1cn(CC(=O)N2CCCCCC2)c2ccccc12,2%[7.66 µM],-1%,-7%,0%,-9%,28%,0%,6%[7.66 µM],?
NC(N)=NCCCC(NC(=O)c1ccccc1)C(=O)Nc1ccc2ccccc2c1 (stereo not given),-11%,-20%,11%,-7%,3%,0%,2%,-2%,18%
COC(=O)c1ccccc1NC(=O)Cc1nc(-c2ccc(OC)cc2)no1,-9%,nt,-25%,nt,nt,7%,nt,-3%,?
COc1ccc(C(=O)NCCNC(=O)c2cnccn2)cc1,-16%,-6%,17%,20%,8%,-1%,4%,-45%,-6%
CC1CCC2(CC1)NC(=O)N(CC(=O)NC(=O)NC1CCCC1)C2=O (stereo not given),-1%,-6%,-8%,9%,3%,22%,0%,-14%,2%
O=C(OCC(=O)c1c[nH]c2ccccc12)c1cccc(O)c1,?,3%,8%,3%,8%,-3%,-3%,-26%,-21%
CCSc1nc(O)c(C2OC(=O)c3c2ccc(OC)c3OC)c(=O)n1-c1ccccc1 (stereo not given),0%,-2%,27%,5%,3%,3%,-5%,0%,?
COc1ccc(-c2cc(C(F)(F)F)nc(SCC(=O)NCc3ccc(OC)c(OC)c3)n2)cc1,8%,nt,-2%,nt,nt,-2%,1%,4%,-12%
Cc1nc(-c2cccc(S(=O)(=O)N3CC(C)CC(C)C3)c2)cs1 (stereo not given),-20%,8%,-9%,-2%,4%,?,-13%,-10%,?

# Exported with two lines to a compound: entries from further up.
# Sequence of screens – GLP-1R inv ag, SW480 rereplic, TDP43 rescue, HT1080 IDH1KD tx, HT1080NT lethal, KB-3-1 tox, GLP-1R agonist, HEK293 tox, KB-V1 cytotox
COc1ccc(CNC(=O)CSc2nc3cccnc3s2)cc1
    13%, -10%, 17%, 4%, 2%, 4%, -6%, 4%, 2%
COc1ccc(C(=O)NCCNC(=O)c2cnccn2)cc1
    -16%, -6%, 17%, 20%, 8%, -1%, 4%, -45%, -6%

# Next structures:
SMILES,GLP-1R inv ag,SW480 rereplic,TDP43 rescue,HT1080 IDH1KD tx,HT1080NT lethal,KB-3-1 tox,GLP-1R agonist,HEK293 tox,KB-V1 cytotox
CNC(=S)N1CCN(c2cccc(OC)c2)CC1,0%,-3%,20%,2%,13%,8%,1%,-6%,1%
Cc1cc(C)c(C#N)c(SCCS(=O)(=O)Cc2ccccc2)n1,18%,12%,-21%,-10%,2%,-6%,9%,7%,-30%
O=C(c1cccs1)N1CCCc2cc(NS(=O)(=O)c3ccc(Br)cc3)ccc21,?,nt,0%[9.22 µM],nt,nt,?,nt,0%,?
O=C1NC[C@@H](Cc2cccc3ccccc23)N(CC2CCCCC2)C1=O,-14%,-1%,12%,9%,6%,3%,-2%,-12%,11%
COc1ccc(-n2c(=S)[nH]c3cc(C(=O)NCCCN4CCCC4=O)ccc3c2=O)c(OC)c1,0%,2%,11%,-16%,1%,0%,-1%,-10%,0%
COc1cc2c(cc1NC(=O)COC(=O)/C=C/c1ccc([N+](=O)[O-])cc1)oc1ccccc12,9%,-5%,8%,-1%,-1%,-4%,3%,9%,-1%
COc1ccc(N2CCN(C(=O)CCc3nc(-c4ccc(C)cc4)no3)CC2)cc1,-10%,9%,30%,0%,1%,-5%,1%,9%,0%
CC(=O)c1cccc(NC(=O)COC(=O)COc2c(Cl)cc(Cl)c3ccc(C)nc23)c1,-27%,-1%,?,1%,4%,-4%,-12%,?,-19%
Cc1cccc(NC(=O)N(C)Cc2cccs2)c1,-1%,1%[9.22 µM],5%,-6%,3%,2%,-7%,-13%,-4%
Cc1ccc(C(=O)Oc2ccc3ccc(=O)oc3c2)cc1,15%,-5%,9%,9%,8%,7%,-1%,-2%,8%
CCc1nc2c(c(=O)c3ccccc3n2C)c(=O)n1-c1ccc(F)cc1,4%,-9%,-5%,3%,-3%,13%,19%,-13%,?
COc1ccc2cc(CCN3C(=O)c4ccccc4C3=O)c(=O)[nH]c2c1,-5%,1%,5%,0%,-1%,-1%,-4%,3%,-2%
COc1ccc(C)cc1NC(=O)c1ccc2c(O)c(S(=O)(=O)c3ccccc3)c(=O)[nH]c2c1,-13%,-4%,18%,16%,-1%,17%,-6%,?,20%
CN(C(=O)COC(=O)/C=C/c1ccc(S(=O)(=O)N2CCc3ccccc32)cc1)C1CCS(=O)(=O)C1 (stereo not given),11%,?,-20%,11%,1%,9%,1%,-4%,16%
CCCCCc1nnc(NC(=O)C2COc3ccccc3O2)s1 (stereo not given),12%,2%,0%,29%,16%,3%,2%,0%,0%
COc1cccc(NC(=O)CN(C)C(=O)CCNS(=O)(=O)c2ccc(C)cc2)c1,16%,-27%,7%,9%,8%,6%,4%,-11%,20%
O=C(CCCN1C(=O)/C(=C\c2ccccc2)SC1=S)Nc1cccc(C(=O)O)c1,2%,6%,-11%,-3%,0%,2%,0%,-5%,29%
COC(=O)CSc1nnc2cc(C)c3ccccc3n12,23%,0%,-33%[inhibitor],16%,18%,2%,11%,1%,0%
COc1ccc(NC(=O)CSc2nc3ccccc3c(=O)n2-c2ccc3c(c2)OCO3)c(OC)c1,-8%,3%,8%,3%,11%,?,-1%,-3%,-25%
O=C(CSc1ccccn1)Nc1nc2ccc(Br)cc2s1,-12%,0%,-10%,-4%,4%,19%,-1%,1%,0%
Cc1ccc(C(=O)NNC(=S)NC(=O)c2ccco2)cc1,-26%,4%,-39%[inhibitor],?,?,?,1%,-30%,?
CCOc1ccc(CNc2nnnn2C)cc1OC,9%,20%,10%,21%,19%,0%,-10%,7%,?
CC(C)N(C(=NCc1ccccc1)NC(=O)c1ccccc1)C(C)C,-15%,-3%,24%,16%,17%,1%,2%,8%,-13%
O=C(NC(=S)Nc1ccc(S(=O)(=O)Nc2nccs2)cc1)c1cccc(F)c1,18%,-7%,10%,7%,2%,24%,-5%,20%,2%
O=C(COC(=O)CSc1ccccc1)Nc1ccc(F)cc1F,-1%,-8%,-1%,-1%,0%,nt,2%,8%,nt

# Look-ups from the results shown.
# For KB-V1 cytotox, Cc1cccc(NC(=O)N(C)Cc2cccs2)c1 is listed with -4%
# For HEK293 tox, O=C(c1cccs1)N1CCCc2cc(NS(=O)(=O)c3ccc(Br)cc3)ccc21 is listed with 0%

# The list goes on.
SMILES,GLP-1R inv ag,SW480 rereplic,TDP43 rescue,HT1080 IDH1KD tx,HT1080NT lethal,KB-3-1 tox,GLP-1R agonist,HEK293 tox,KB-V1 cytotox
CCn1cc(/C=C(\NC(=O)c2ccccc2OC)C(=O)NCCN2CCOCC2)c2ccccc21,11%,nt,11%,8%,5%,-7%,0%,-8%,-4%
CC(=O)c1ccc(OCc2cc(C(=O)N3CC[C@@H]4CCCC[C@H]4C3)no2)cc1,?,?,?,-8%,-1%,nt,15%,1%,nt
O=C(C1CCN(Cc2ccc(OCc3ccccc3)cc2)CC1)N1CCCC1,2%,0%,6%,-1%,-2%,0%,10%,-11%,0%
COc1ccc(-c2nn3c(-c4ccco4)nnc3s2)cc1OC,270%[activator],-12%,9%,-15%,2%,0%,?,-9%,?
Cc1sc(C(=O)Nc2ccc3ccccc3c2)cc1CC(=O)O,1%[7.66 µM],1%,11%[9.22 µM],?,0%,0%,1%,4%[7.66 µM],16%
CC(=O)N1CCN(S(=O)(=O)c2ccc(S(=O)(=O)NCC(C)C)cc2)CC1,0%,-11%,6%,1%,12%,-13%,0%,-6%,-16%
Cn1c(=O)c2c(nc(SCC(=O)Nc3ccccc3)n2C)n(C)c1=O,1%,1%,11%,6%,0%,3%,-3%,5%,-16%
